GPR55 LPI antagonism: GPR55 antagonists blocking LPI-driven arrestin recruitment, primary screen, imaging, U2OS, beta-arrestin-GFP, LPI agonist (AID 2013). U2OS GPR55 beta-arrestin-GFP translocation imaging, LPI antagonism; higher % means a stronger effect. inhibition, % at 10 µM, or IC50 in µM where a hit was titrated. actives 0.13% (n = 290,000);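 active = spots per cell inhibited over 60%, with over 100 cells counted and total cytoplasm intensity under 500,000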;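 note: U2OS cells stably carrying GPR55 and arrestin-GFP stimulated by 5 µM LPI near EC80; imaged beta-arrestin-GFP aggregate spots per cell after agonist stimulation; plate controls were LPI-stimulated DMSO wells for no effect and DMSO wells without LPI for full effect; some results filed as inactive read as strong as hits; confirmed hits need IC50 under 10 µM and bright autofluorescent wells are also inconclusive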
GPR55 beta-arrestin: selective activators of receptor GPR55 – imaging, U2OS cells, beta-arrestin-GFP redistribution, primary screen (AID 1961); U2OS GPR55 beta-arrestin-GFP redistribution imaging; higher % means a stronger effect; activation, % at 10 µM, or EC50 in µM where a hit was titrated; actives 0.048% (n = 290,000);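 active = activation above 40% with more than 50 cells counted in the well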;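 note: U2OS osteosarcoma cells stably expressing GPR55 and beta-arrestin-GFP; plate controls were DMSO negative control for no effect and LPI positive control for full effect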
KOR beta-arrestin-1: kappa opioid receptor activators – cell-based, luminescence, uHTS, primary screen (AID 1777); KOR beta-arrestin recruitment, luminescence; higher % means a stronger effect; activation, % at 10 µM; hits with a dose series show EC50 in µM; actives 0.02% (n = 280,000); in the data active = activation above about 50%, passing the limit was not always enough; note: a part of the inactive calls stands beside numbers as strong as those of hits
PhoP inhibition: inhibitors of PhoP regulon expression, primary screen, Salmonella Typhimurium, GFP reporter (AID 1863) | S. Typhimurium PhoP-regulated promoter GFP reporter, 4 h; higher % means a stronger effect | one-dose inhibition, % at 50 µM; IC50 in µM for titrated hits | actives 0.16% (n = 300,000);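 active = inhibition over 29.93%, a cutoff 3 SD above the screen mean, later confirmed by dose response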;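 note: 0% = low Mg2+ inducing control and 100% = high Mg2+ repressing control; strong numbers were not always called active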
KOR beta-arrestin-2: KOR antagonists, beta-arrestin recruitment, cell-based, luminescence, uHTS (AID 1778) | KOR beta-arrestin recruitment, luminescence, antagonist mode; higher % means a stronger effect | actives 0.091% (n = 290,000) | inhibition, % at 10 µM, or IC50 in µM where a hit was titrated; in the data active = inhibition above about 50%; note: strong numbers were not always called active
NTR1 agonist: agonists of NTR1, primary screen, imaging, U2OS cells, beta-arrestin-GFP, high content (AID 493036). NTR1-U2OS beta-arrestin-GFP spot imaging, agonist mode. activation, % at 20 µM. actives 0.17% (n = 330,000);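 active = activation at or above 40% of the spot to cytoplasm intensity ratio, with at least 20 cells analyzed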;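 note: 0% = DMSO without peptide and 100% = 100 nM NTR1 peptide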
Target sequence (P30989 whole entry, looked up): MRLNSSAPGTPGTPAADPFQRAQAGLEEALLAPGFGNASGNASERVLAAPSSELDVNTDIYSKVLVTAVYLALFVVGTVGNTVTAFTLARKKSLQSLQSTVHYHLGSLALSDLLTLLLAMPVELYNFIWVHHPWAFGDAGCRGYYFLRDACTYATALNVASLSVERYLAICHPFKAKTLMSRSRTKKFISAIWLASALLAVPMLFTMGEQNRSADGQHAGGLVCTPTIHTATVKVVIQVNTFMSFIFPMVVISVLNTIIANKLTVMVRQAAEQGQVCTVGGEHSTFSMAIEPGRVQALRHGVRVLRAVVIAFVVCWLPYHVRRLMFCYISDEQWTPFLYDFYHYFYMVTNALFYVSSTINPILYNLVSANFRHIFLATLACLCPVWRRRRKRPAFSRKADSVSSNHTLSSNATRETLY
West Nile virus CPE: inhibition of WNV-induced cytopathic effect – cell-based, CPE readout (AID 1621); actives 0.02% (n = 290,000); one-dose CPE inhibition, % at 10 µM; IC50 in µM for titrated hits; West Nile virus-infected cells, CPE inhibition; higher % means a stronger effect; in the data active = a potency from the dose series; note: strong numbers were not always called active
T cell HTS: T cell immune modulation candidate. 2C CD8+ T cell-vesicle binding, flow cytometry; active compounds read low. calls only at 7 µM. actives 0.068% (n = 330,000). AID 2052;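 active = response, share of CD8 T cells binding vesicles, and their 90th percentile fluorescence all below set limits, cut at about 80% in these data, passing the limit was not always enough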
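Read-out – percent CD8+ FL2 mean versus row control · System – murine 2C transgenic CD8+ T lymphocytes · Times – 1.5 h cell–vesicle binding at 37 °C, then 20 min icy labelling · Control set – naked vesicles low, QL9 vesicles with vehicle high · Detection – cytometric PE anti-B7-1 and Alexa647 anti-CD8 signals after 1% paraformaldehyde fixation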
GPR35 antagonists: inhibition of zaprinast-stimulated GPR35 beta-arrestin translocation – imaging, U2OS, beta-arrestin-GFP, zaprinast agonist, primary screen (AID 2058); U2OS GPR35 beta-arrestin-GFP translocation imaging, zaprinast antagonism; higher % means a stronger effect; one-dose inhibition, % at 10 µM; IC50 in µM for titrated hits; actives 0.052% (n = 290,000);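 active = inhibition of at least 50% with at least 30 cells and total cytoplasm GFP at most 10,000,000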
T cell HTS vesicle-bound %: further read-out of T cell HTS, marked with its call; double positive events, %; measured here: CD8+ vesicle-bound cell fraction;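 binding gate set so that unloaded-vesicle control wells show 10% double positive cells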
NTR1 agonist cell count 20 µM: second read-out of NTR1 agonist, no call of its own (marks repeat the call); cell count; measured here: cell count, cytotoxicity flag
An asterisk follows results filed as active; i = inactive; . = no result given; [ ] = dose if it differs, or a comment. Compounds as they come; about 0.62% have a hit in one of these screens.

SMILES	GPR55 LPI antagonism	GPR55 beta-arrestin	KOR beta-arrestin-1	PhoP inhibition	KOR beta-arrestin-2	NTR1 agonist	NTR1 agonist cell count 20 µM	West Nile virus CPE	T cell HTS	T cell HTS vesicle-bound %	GPR35 antagonists
CC1(NC(=S)N(CCO)CCO)CCS(=O)(=O)C1 (centres undefined)	0%	0.4%	2.8%	3%	-35%	0.3	46	-0.5%	i	45	-2%
Cc1ccc(NC2=NCC(=O)N2CCc2ccccc2)cc1C	10%	0.1%	-2.6%	1%	-26%	-0.5	62	-0.2%	i	48	0%
CCOC(=O)c1c(/N=C/N(C)C)sc(C(=O)OC)c1C	-23%	-0.4%	-2.0%	0%	-54%	-1.1	41	0.2%	i	14	-7%
Cc1cc(NCCOCCO)n2c(nc3ccccc32)c1C#N	0%	0.6%	-2.6%	5%	-16%	1.3	81	-0.6%	i	14	3%
O=C(NCc1ccccc1)C1(C(F)(F)F)CC(CCCO)CCCO1 (centres undefined)	.	.	.	0%	.	-1.6	59	-0.1%	i	26	.
COCCNC(=O)[C@H](C)[C@H]1C[C@]1(C)[C@H](NC(=O)OCc1ccccc1)c1ccccc1	0%	-0.1%	1.1%	-1%	20%	0.0	92	1.1%	i	32	10%
CC(C)c1onc(C(=O)N2CCN(c3ccccc3)CC2)c1[N+](=O)[O-]	0%	-0.2%	0.1%	-4%	-9%	-1.3	62	-0.2%	i	26	-15%
CC(Cc1ccccn1)NC(=O)c1ccc(OC2CCN(Cc3ccccn3)CC2)cc1 (centres undefined)	33%	0.9%	2.9%	-1%	-6%	-0.2	61	0.4%	i	8	-2%
N/C(=N\OC(=O)COc1cc(Cl)c(Cl)cc1Cl)c1ccccn1	6%	-0.8%	0.8%	-10%	-22%	3.9	47	-0.6%	i	48	6%
COc1ccccc1N(C)S(=O)(=O)c1ccc(C(=O)OCC(=O)c2c[nH]c3ccccc23)cc1	-5%	0.1%	2.7%	0%	.	4.5	24	-0.3%	i	40	12%
COc1ccc(N(C(C)=O)S(=O)(=O)c2cc(OC)ccc2OC)cc1	-4%	-0.1%	0.4%	12%	1%	-1.0	50	-0.2%	i	31	2%
COc1ccnc(Nc2ccc(C)c(C)c2)c1C#N	-3%	0.3%	-3.3%	-4%	-12%	0.2	42	0.2%	i	25	7%
CCCCn1c(-c2csc3ccccc23)n[nH]c1=S	13%	0.0%	-1.8%	-10%	-34%	4.5	78	.	i	38	-4%
CC(=O)C1=C(C)NC(SCC(N)=O)=C(C#N)C1c1cccs1 (centres undefined)	6%	0.2%	6.3%	-2%	20%	0.3	45	-0.7%	i	26	-11%
O=C(C=C=Nc1ccccc1)C(=O)N=C=Cc1ccccc1	-8%	0.2%	-2.1%	-15%	19%	15	73	-0.3%	i	27	-2%
COc1ccc(C(=O)N/N=C/c2ccc(OC(=O)c3cccs3)cc2)cc1	-6%	0.6%	1.6%	-10%	-41%	-1.5	60	0.0%	i	45	2%
CC1(C)CC(=O)C=C(NNC(=O)C2CCCCC2)C1	-2%	0.9%	-2.7%	9%	-6%	0.3	63	0.1%	i	39	24%
COc1ccccc1C(=O)NNC(=O)c1ccc(C)cc1	1%	0.3%	8.2%	14%	-12%	-1.4	61	-0.7%	i	25	31%
COc1ccc(NC(=O)CSc2nc3c(sc4ccccc43)c(=O)n2CCCN2CCCC2)cc1	13%	-0.1%	-1.9%	-4%	-19%	25	39	38%	i	15	-14%
CCOC(=O)Cc1nnc(NC(=O)COc2ccc(F)cc2)s1	15%	0.0%	-5.6%	1%	-1%	-0.7	72	-0.1%	i	19	4%
CCCCN(C(=O)c1ccccc1OCc1ccc(F)cc1)c1c(N)n(CCC)c(=O)[nH]c1=O	-10%	-0.1%	3.8%	11%	-18%	-0.3	56	0.1%	i	28	-30%
CCCN1C(=O)/C(=C/c2ccc3c(c2)OCO3)NC1=S	-2%	-0.5%	-2.3%	-1%	24%	.	.	-0.4%	.	.	-7%
Cc1cccc(NC(=O)c2cc3ccccc3oc2=O)c1	-5%	-0.3%	-2.1%	-1%	-4%[20 µM]	0.6	62	-0.4%	i	65	-16%
COc1ccc(CNC(=O)OCCN2CCN(Cc3ccccc3)CCC2=O)cc1	-4%	0.0%	0.6%	5%	13%	-6.9	56	0.9%	i	51	6%
Cc1noc(NS(=O)(=O)c2ccc(NC(=O)CSc3nc4c(cc3C#N)CCCCC4)cc2)c1C	6%	-0.1%	-9.4%	-4%	-6%	-0.4	50	0.6%	i	43	7%

Full records as entered above.
Profile of Cc1cccc(NC(=O)c2cc3ccccc3oc2=O)c1 → GPR55 LPI antagonism: -5%; GPR55 beta-arrestin: -0.3%; KOR beta-arrestin-1: -2.1%; PhoP inhibition: -1%; KOR beta-arrestin-2: -4%[20 µM]; NTR1 agonist: 0.6; NTR1 agonist cell count 20 µM: 62; West Nile virus CPE: -0.4%; T cell HTS: i; T cell HTS vesicle-bound %: 65; GPR35 antagonists: -16%
Profile of CC1(NC(=S)N(CCO)CCO)CCS(=O)(=O)C1 (centres undefined) → GPR55 LPI antagonism: 0%; GPR55 beta-arrestin: 0.4%; KOR beta-arrestin-1: 2.8%; PhoP inhibition: 3%; KOR beta-arrestin-2: -35%; NTR1 agonist: 0.3; NTR1 agonist cell count 20 µM: 46; West Nile virus CPE: -0.5%; T cell HTS: i; T cell HTS vesicle-bound %: 45; GPR35 antagonists: -2%

Additional entries.
SMILES	GPR55 LPI antagonism	GPR55 beta-arrestin	KOR beta-arrestin-1	PhoP inhibition	KOR beta-arrestin-2	NTR1 agonist	NTR1 agonist cell count 20 µM	West Nile virus CPE	T cell HTS	T cell HTS vesicle-bound %	GPR35 antagonists
COC(=O)Cn1cnc2scc(-c3ccc(C)cc3)c2c1=O	12%	-0.1%	-0.5%	4%	-33%[20 µM]	0.0	60	-0.3%	i	60	3%
CNC(=O)c1ccc(OC2CSC2)cc1	-6%	-0.2%	2.7%	7%	30%	-0.4	55	0.3%	i	37	-4%
Cc1cc(C)cc(NC(=O)CSc2nc3c(c(=O)[nH]2)CN(Cc2ccc(F)cc2)CC3)c1	-14%	-0.6%	5.2%	31%	19%	3.4	51	-0.4%	i	9	6%
CCO[C@@H]1OC(C(=O)N2CCOCC2)=C[C@H](c2coc3ccccc3c2=O)[C@H]1CCCO	8%	0.5%	-1.3%	-9%	-9%	0.9	97	-0.3%	i	7	-24%
O=C(Nc1ccccc1C(=O)N1CCCC1)c1ccccc1	-3%	-0.3%	7.1%	-1%	-15%	0.4	60	-0.4%	.	.	-6%
COc1ccc(OC)c(NC(=O)CSCc2cnn(-c3ccccc3)c2-n2cccc2)c1	61%	-0.1%	0.6%	-11%	17%	0.9	39	0.1%	i	20	-2%
CCc1ccc2c(Cl)c(C(=O)N/N=C/c3c[nH]c4ccccc34)sc2c1	7%	-0.1%	2.5%	-11%	-16%	31	69	-0.4%	i	35	23%
Cc1cnccc1CN(C)C(=O)CC1C(=O)NCCN1CC1CCCCC1 (centres undefined)	7%	-0.1%	.	-4%	5%[20 µM]	-0.5	38	1.8%	i	3	9%
COc1ccc(C2(CNC(=O)c3cc([N+](=O)[O-])cc([N+](=O)[O-])c3)CCCC2)cc1OC	-1%	-0.1%	4.1%	-10%	6%	0.3	74	-0.9%	i	50	-5%
Cc1cccn2c(=O)c(/C=C(\C#N)S(=O)(=O)c3ccccc3)c(N3CCN(Cc4ccccc4)CC3)nc12	23%	0.2%	-3.7%	-11%	31%	12	53	-0.4%	i	9	-28%
O=C(c1ccc(Br)s1)N1CCN(C/C=C/c2ccccc2)CC1	-8%	-0.1%	4.8%	12%	-23%	0.3	76	-0.2%	i	23	6%
N=Nc1c(O)n(CC(=O)Nc2ccccc2)c2ccccc12	4%	-0.1%	11%	-3%	-12%	-0.6	59	-0.3%	i	70	1%
CCOc1ccccc1Nc1nc2ccccc2n1C(C)C	13%	-0.2%	-3.7%	-5%	-5%	0.6	39	-0.8%	i	64	0%
CN1CCCC(OC(=O)c2ccccc2Br)C1 (centres undefined)	1%	-0.3%	-4.4%	5%	-29%	-1.8	47	0.3%	i	53	15%
CCOc1ccc(NC(=O)CSc2nnc(CNC(=O)c3cccs3)o2)cc1	-8%	0.0%	3.0%	-3%	-23%	-0.7	59	0.2%	i	33	-9%
CCn1c(SCC(=O)c2cc(C)n(-c3ccc(C(=O)OC)cc3)c2C)nnc1-c1cccnc1	-14%	-0.2%	-3.0%	0%	9%	0.4	88	0.1%	i	39	-14%
CCc1nn(C(C)C(=O)N(C)Cc2ccccc2)c(=O)c2cc3occc3n12 (centres undefined)	0%	-0.1%	-5.3%	-3%	18%	-0.5	59	0.9%	i	4	14%
CCOc1cnn(-c2cc(Oc3ccc(C)cc3)ncn2)c(=O)c1Cl	0%	-0.1%	-2.3%	12%	-18%	-0.8	42	-0.1%	i	20	12%
COC(=O)c1ccc(C23CC4(C2)[C@H](CN(CC2CCCCC2)[C@@H]4c2ccccc2)C3c2ccccc2)cc1 (some centres undefined)	6%	-0.1%	-1.2%	0%	1%	1.8	63	-0.5%	i	49	-11%
Cn1nnc(NC(=S)NC(=O)c2cc(Cl)ccc2Cl)n1	-14%	-0.1%	-3.9%	8%	7%	-0.2	71	-0.2%	i	3	12%
CCc1ccc(/C=C/C(=O)c2ccc(N3CCOCC3)cc2)cc1	-1%	-0.2%	-2.0%	-12%	22%	7.8	62	-0.3%	i	12	15%
CCC(C(=O)Nc1nccs1)(C(F)(F)F)C(F)(F)F	3%	0.0%	0.1%	-3%	11%	0.9	46	1.0%	i	31	-11%
COc1ccc(C=C2C=C(C(C)(C)C)C(=O)C(C(C)(C)C)=C2)cc1OC	12%	.	4.8%	-5%	-42%	41*	49*	-2.5%	i	38	3.2µM*
CCCCn1c(SCC(=O)Nc2ccc(NC(C)=O)cc2)nc2ccccc2c1=O	-6%	0.3%	-5.7%	9%	-11%[20 µM]	-0.1	57	-1.8%	i	30	6%
CC(C)CC(=O)N/C(N)=N/c1nc2ccccc2o1	-2%	-0.2%	1.4%	22%	2%	0.2	43	-0.7%	i	7	-3%
COc1ccccc1N(C(=O)c1snc(C(N)=O)c1N)C(C(=O)NC1CCCC1)c1ccco1 (centres undefined)	-15%	-0.6%	-3.0%	-8%	26%	2.7	82	-0.4%	i	54	-2%
O=C(CSc1nnnn1C1CCCCC1)NCc1ccccc1	-10%	-0.2%	-4.1%	-8%	0%	-0.2	91	0.3%	i	27	2%
Cc1cc(=O)oc2c3c(cc(OCC(=O)NCC(=O)O)c12)OC(C)(C)CC3	8%	0.3%	-20%	.	.	-0.9	88	-0.8%	i	24	14%
COc1ccc(C(OCC2CO2)c2ccc(OC)cc2)cc1 (centres undefined)	-17%	-0.4%	3.4%	9%	-12%	0.9	57	0.0%	i	51	-4%
